From PubChem
TMEM16A act: TMEM16A chloride channel activators or potentiators, primary screen, cell-based, HTS | Anoctamin-1 (Mus musculus), Q8BHY3 | 0.3% of 340,000 active | B-score at 10 µM | HEK293 TMEM16A/YFP-H148Q/I152L, iodide quench fluorescence; stronger effect = lower value;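 active = fluorescence-ratio B-score plate-corrected deviation score at least 3 library SD below zero, with starting fluorescence score within 5 deviations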;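 note: channel opened by trigger with iodide after compound preincubation; score built on the fluorescence ratio of max minus min over baseline; more negative score means more quench and so TMEM16A activation or potentiation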
MrgX1 allo act: positive allosteric modulators of MrgX1, primary screen, HEK293 cells, Fluo-4 calcium flux; B-score at 10 µM; FDSS; stronger effect = higher value; 0.63% of 310,000 active;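 active = plate-corrected calcium response at least 3 library SD above typical, normal starting fluorescence, not activating the receptor alone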;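 note: compound read alongside a low EC10 to EC30 dose of BAM8-22 agonist; peak minus trough fluorescence over baseline measured at the second addition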
hERG protect: hERG rescue from dofetilide block, primary screen, cell-based, CHO-hERG, FluxOR thallium flux, dofetilide IC70 | Voltage-gated inwardly rectifying potassium channel KCNH2 (Homo sapiens), Q12809 | 0.51% of 310,000 active | activation (rescue from dofetilide block), less the hit threshold, % at 10 µM | dofetilide IC70 present;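 active = activation above the mean of controls blocked by dofetilide plus 5 SD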;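 note: thallium influx through hERG after potassium depolarization seen as dye fluorescence rise; in these data hits start at about 4.7%; inactives centre near -7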
Target sequence (Q12809 whole entry, looked up): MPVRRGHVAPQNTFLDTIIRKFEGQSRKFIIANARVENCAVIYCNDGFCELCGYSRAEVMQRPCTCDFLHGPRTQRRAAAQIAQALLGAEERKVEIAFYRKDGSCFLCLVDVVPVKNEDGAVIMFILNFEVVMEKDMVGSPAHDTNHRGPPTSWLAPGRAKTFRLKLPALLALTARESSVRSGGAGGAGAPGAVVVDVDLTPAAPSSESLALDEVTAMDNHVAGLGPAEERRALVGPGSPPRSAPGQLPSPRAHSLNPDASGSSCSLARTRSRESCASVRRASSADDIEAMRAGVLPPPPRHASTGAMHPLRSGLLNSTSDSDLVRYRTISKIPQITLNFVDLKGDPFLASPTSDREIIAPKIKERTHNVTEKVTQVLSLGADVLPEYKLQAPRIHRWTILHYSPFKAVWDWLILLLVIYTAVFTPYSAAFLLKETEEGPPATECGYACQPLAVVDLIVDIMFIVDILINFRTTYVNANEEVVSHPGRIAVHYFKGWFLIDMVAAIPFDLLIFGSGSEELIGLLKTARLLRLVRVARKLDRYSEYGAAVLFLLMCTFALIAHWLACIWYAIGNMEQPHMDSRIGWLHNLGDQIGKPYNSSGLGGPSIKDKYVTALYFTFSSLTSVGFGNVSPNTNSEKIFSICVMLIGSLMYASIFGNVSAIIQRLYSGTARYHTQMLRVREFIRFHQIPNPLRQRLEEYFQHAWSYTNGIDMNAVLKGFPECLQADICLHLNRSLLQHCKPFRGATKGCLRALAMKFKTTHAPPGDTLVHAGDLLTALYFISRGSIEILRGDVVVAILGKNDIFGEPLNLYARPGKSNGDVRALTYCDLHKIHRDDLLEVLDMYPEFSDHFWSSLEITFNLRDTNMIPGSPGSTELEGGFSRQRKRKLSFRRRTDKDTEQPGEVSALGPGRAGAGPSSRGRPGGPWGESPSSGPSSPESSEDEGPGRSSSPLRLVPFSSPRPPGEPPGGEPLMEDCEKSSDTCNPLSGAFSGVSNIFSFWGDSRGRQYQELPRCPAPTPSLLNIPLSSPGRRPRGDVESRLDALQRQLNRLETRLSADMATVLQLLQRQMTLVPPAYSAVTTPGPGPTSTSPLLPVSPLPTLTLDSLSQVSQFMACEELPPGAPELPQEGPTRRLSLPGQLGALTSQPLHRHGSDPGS
ANO1 block: TMEM16A chloride channel inhibitors, primary screen, cell-based, HTS; Anoctamin-1 (Mus musculus), Q8BHY3; HEK293 TMEM16A/YFP iodide influx fluorescence, ionomycin; normalized B-score (activity score, 25-100; higher = stronger inhibition) at 10 µM; 1.2% of 310,000 active; AID 588511, 2011;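 active = ratio plate-corrected score three or more library SD toward inhibition, starting fluorescence score within five deviations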;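 note: score derived from kinetic fluorescence span divided by baseline fluorescence per well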
KCNQ1 pot: potentiators or activators of KCNQ1 channel, primary screen, cell-based, thallium flux, high-throughput. Potassium voltage-gated channel subfamily KQT member 1 (Homo sapiens), P51787. B-score at 10 µM. CHO-K1 KCNQ1, thallium flux FluxOR fluorescence; stronger effect = higher value. 0.35% of 310,000 active;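 active = fluorescence ratio B-score, a plate-corrected score, at least three library SD, with initial intensity B-score within 5 SD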
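Test system: CHO-K1 cells stably expressing KCNQ1 / Medium: assay buffer / Also added: depolarizing K+/Tl+ stimulus, K2SO4 and Tl2SO4 each 12.5 mM in 5x stock / Incubation: 90 min dye loading and 20 min compound exposure, both at room temperature / Signal: thallium influx via FluxOR fluorescence, kinetic imaging / Evaluation: B score of baseline-normalized fluorescence ratio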
MrgX1 ag: agonists of human MrgX1 receptor, primary screen, HEK293 cells, Fluo-4 calcium flux; Mas-related G-protein coupled receptor member X1 (Homo sapiens), Q96LB2; Fluo-4 calcium fluorescence, agonist mode; stronger effect = higher value; B-score at 10 µM; 0.44% of 310,000 active; AID 588627, 2011;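 active = calcium response B-score plate-corrected fluorescence ratio at least 3 library SD, with starting fluorescence B-score inside 5 SD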
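Assay system: stable human MrgX1 HEK293 cell line. Quantity: 15,000 cells per well. Schedule: cells plated overnight, dye loaded 0.5 h 37 °C, 0.5 h room temperature. Detection: Fluo-4 NW calcium-flux fluorescence, kinetic read. Read-out basis: peak-minus-minimum fluorescence over baseline, converted to B scores. Control set: positive and negative control wells on each plate.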
KCNK9 inh: KCNK9 potassium channel inhibitors, primary screen, HEK293 cells, thallium flux; Potassium channel subfamily K member 9 (Homo sapiens), Q9NPC2; FluxOR thallium flux fluorescence; stronger effect = lower value; B-score at 10 µM; 1.2% of 310,000 active; AID 488922, 2010;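 active = ratio B-score over 3 SD below the library mean, with starting fluorescence within 5 SD of its mean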;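 note: negative B-score means less thallium flux so channel inhibition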
RGS4 inh: RGS4 inhibitors, primary screen, cell-based, HEK293 M3R inducible RGS4, calcium flux; Regulator of G-protein signaling 4 (Homo sapiens), P49798; Fluo-4 calcium flux; stronger effect = higher value; triggered by carbachol at its EC20; B-score at 10 µM; 0.45% of 310,000 active; AID 463165, 2010;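 active = B-score, a plate-corrected calcium signal, over three deviations above library mean, with baseline fluorescence within five deviations of library mean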;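 note: RGS4 expression induced by doxycycline in cells with stable M3 receptor; B-score is computed from the integrated fluorescence ratio over baseline after carbachol; higher B-score means a larger calcium signal and so more RGS4 inhibition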
KCNQ1 block: inhibitors of human KCNQ1 channel, primary screen, cell-based, thallium flux, high-throughput; Potassium voltage-gated channel subfamily KQT member 1 (Homo sapiens), P51787; CHO-K1 KCNQ1, FluxOR thallium flux fluorescence; stronger effect = higher value; B-score at 10 µM; AID 2642, 2010; 1.3% of 310,000 active;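 active = compounds whose thallium flux B-score, printed positive for inhibition, exceeds three library SD while starting fluorescence stays within three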;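 note: channel opened by potassium depolarization with thallium stimulus after 20 min compound exposure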
KCNK3 block: human KCNK3 channel inhibitors, primary screen, CHO cells, FluxOR thallium flux, B-score; FluxOR fluorescence; stronger effect = lower value; B-score at 10 µM; 0.84% of 340,000 active;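 active = B-score under library mean minus 4 SD, starting fluorescence ratio at most library mean plus 5 SD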;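 note: more negative B-score means stronger inhibition of thallium flux through KCNK3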
RGS4 pot: RGS4 potentiators or activators, primary screen, cell-based, HEK293 M3R inducible RGS4, calcium flux | carbachol calcium flux Fluo4; stronger effect = lower value | B-score at 10 µM | 0.92% of 310,000 active;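 active = B-score of the integrated calcium signal more than 4 SD below the library mean, with starting fluorescence not abnormally high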;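 note: negative B-score means reduced calcium response which marks RGS4 activation or potentiation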
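Material: M3R-expressing HEK293 line, RGS4 induced by doxycycline | Schedule: Overnight RGS4 induction, 30 min dye load 37 °C, 20 min compound RT | Measured by: Fluo4 fluorescence kinetic imaging of calcium | Read-out: Integrated calcium ratio converted to B score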
Numbers without * were called inactive; i = inactive; nt = not tested or not shown.

SMILES	TMEM16A act	MrgX1 allo act	hERG protect	ANO1 block	KCNQ1 pot	MrgX1 ag	KCNK9 inh	RGS4 inh	KCNQ1 block	KCNK3 block	RGS4 pot
Cc1onc(-c2c(F)cccc2Cl)c1C(=O)c1ccc(F)cc1	i	i	-9.7	i	i	i	i	i	i	i	i
Cn1cc(S(=O)(=O)N2CCC3(CC2)OCCO3)c(=O)n(C)c1=O	i	i	-9.0	i	i	i	i	i	i	i	i
CC(C)(C)C(=O)Nc1nnc(CCc2ccccc2)s1	i	i	-2.5	i	i	i	i	i	i	i	i
FC(F)(F)c1cc(-c2ccco2)nc(-n2cnc3ccccc32)n1	i	i	-5.6	i	i	i	i	i	i	i	i
Cc1ccc(NC(=O)CCN2C(=O)c3ccccc3C2=O)c(C)c1	i	i	-6.5	i	i	i	i	i	i	i	i
O=C(Nc1cccc(C(=O)N2CCOCC2)c1)c1ccccc1Cl	i	i	-2.9	i	i	i	i	i	i	i	i
O=C(Nc1cccc(-c2cnc3ccccc3n2)c1)C1CC(=O)N(c2ccccc2)C1 (centres undefined)	i	i	-2.9	i	i	i	i	i	i	i	i
C=CCn1cc(-c2ccc(Cl)cc2)cc(C#N)c1=O	i	i	-11.7	i	i	i	i	i	i	i	i
CCS(=O)(=O)N1CCN(C(=O)C(c2ccccc2)c2ccccc2)CC1	i	i	-9.4	i	i	i	i	i	i	i	i
Cc1c(NC(=O)COc2ccc3ccc(=O)oc3c2)c(=O)n(-c2ccccc2)n1C	i	i	-11.5	i	i	i	i	i	i	i	i
CC(C)CCn1c(=O)c2ccccc2n2c(CN3CCCC3)nnc12	i	i	-5.6	i	i	i	i	i	i	i	i
O=C(NC1CCCC1)C(c1ccncc1)N(C(=O)c1csnn1)c1ccc(F)c(Cl)c1 (centres undefined)	i	i	-4.1	i	i	i	i	i	i	i	i
Cc1cc(=O)nc2c3ccccc3n(C(C)C(=O)Nc3cc(F)ccc3F)n12 (centres undefined)	i	i	-8.0	i	i	i	i	i	i	i	i
COc1cccc(N2CCN(S(=O)(=O)c3cccc4nsnc34)CC2)c1	i	i	-9.8	i	i	i	i	i	i	i	i
O/N=C/c1cc(Cl)ccc1OCc1cccc2ccccc12	nt	i	-9.6	i	i	i	-10.9*	i	7*	nt	i
COCCNC(=O)c1ccc(CS(=O)(=O)c2ccc(Cl)cc2)o1	i	i	-0.8	i	i	i	i	i	i	i	i
COc1cc(OC)c(/C=N/n2c(C)nnc2C)c(OC)c1	i	i	-6.7	i	i	i	i	i	i	i	i
Cc1ccc(C)c(CSCC(=O)NCc2cccs2)c1	i	i	-2.7	i	i	i	i	i	i	-10.9*	i
Cc1ccc(S(=O)(=O)CCC(=O)NC2CCCC2)cc1	i	i	-4.6	i	i	i	i	i	i	i	i
O=C(CN1CCCCCC1)N1c2ccccc2C=Cc2ccccc21	i	i	-5.1	i	i	i	i	i	i	i	-7.61*
O=c1[nH]c(CSc2ncc(C(F)(F)F)cc2Cl)nc2cc(C(F)(F)F)ccc12	i	i	-14.5	i	i	i	i	i	i	i	i
O=C(Nc1ccccc1)Nc1snnc1C(=O)Nc1cccc(O)c1	i	nt	-8.0	nt	i	nt	i	i	i	i	i
Nc1nc(CSc2nnc(-c3cccc(F)c3)n2-c2ccccc2)nc(N2CCOCC2)n1	i	i	-2.0	i	i	i	i	i	i	i	i
COCCN(CCOC)C(=O)c1ccc(CSc2nc3ccccc3s2)cc1	i	i	-15.4	25*	i	i	i	i	i	i	i
Cc1ccc(NC(=O)CN(C)C(=O)c2cc3ccccc3o2)cc1	i	i	-5.7	i	i	i	i	i	i	i	i
CCOc1c(OC(C)=O)ccc(/C=C2\N=C(SCC)SC2=O)c1[N+](=O)[O-]	i	i	-25.3	100*	i	i	i	i	9*	i	-7.1*
Cc1c(C(=O)O)[nH]c2c1C(=O)CC(c1ccc(C(C)(C)C)cc1)C2 (centres undefined)	i	i	-7.8	i	i	i	i	i	i	i	i
Cc1cc(C(=O)CN2C(=O)C(=O)N(Cc3ccccc3)C2=O)c(C)n1CC1COc2ccccc2O1 (centres undefined)	i	i	-9.7	i	i	i	i	i	i	i	i
COc1cc(C(=O)Nc2ccc3c(c2)OCO3)ccc1OCc1c(C)noc1C	i	i	-11.3	i	i	i	i	i	i	i	i
Cc1c([N+](=O)[O-])cc(S(=O)(=O)Nc2ccc(-c3ccc(N4CCCC4)nn3)cc2)cc1[N+](=O)[O-]	i	i	-0.9	i	i	i	i	i	i	i	i
C/C(=N\N=C1\NC(=O)C(CC(=O)NCc2ccccc2)S1)C(C)C (centres undefined)	i	i	-1.4	i	i	i	i	i	i	i	i
COC(=O)C1(C(C[N+](=O)[O-])c2ccco2)C(=O)NCC1c1ccccc1 (centres undefined)	i	i	-1.2	i	i	41.8*	i	i	i	i	i
O=C(c1cc(-c2ccccc2O)on1)N1CCOCC1	i	i	0.1	i	i	i	i	i	i	i	i
COC(=O)c1ccc(NC(=O)C2CCCN2C(=O)OCc2ccccc2)cc1 (centres undefined)	i	i	-5.2	i	i	i	i	i	i	i	i
CCOP(=O)(OCC)c1cccc(P(=O)(c2ccccc2)c2ccccc2)c1O	i	i	-5.5	i	i	i	i	i	i	i	i
O=C1c2ccccc2CC1Sc1nnc(-c2ccccn2)o1 (centres undefined)	nt	nt	-4.9	nt	i	nt	i	i	i	i	i
COC(=O)C(Cc1ccc(O)cc1)NC(=O)CCc1ccco1 (centres undefined)	i	i	-9.0	i	i	i	i	i	i	i	i
CC(=O)Nc1ccc(NC(=O)CN(c2cc(Cl)ccc2Cl)S(C)(=O)=O)cc1	i	i	-1.5	i	i	i	i	i	i	i	i
CCN(C(=O)COC(=O)c1ccccc1SCC(=O)N1CCCC1)C1CCS(=O)(=O)C1 (centres undefined)	i	i	-16.4	i	i	i	i	i	i	i	i
CCOCCCn1c(SCC(=O)NCc2ccc3c(c2)OCO3)nc2ccccc2c1=O	i	i	-11.9	i	i	i	i	i	i	i	i
COc1ccc(C(CNC(=O)CCNC(=O)c2ccccc2OC)N2CCCC2)cc1 (centres undefined)	i	i	-9.4	i	i	i	i	i	i	i	i
Cc1cc(C)nc(N2CCC(C(=O)NCCc3ccc(Cl)cc3)CC2)n1	i	i	-19.5	i	i	i	i	i	i	i	i
Cc1cccc2nc(COc3ccc(-c4ccccc4)cc3)cn12	nt	i	-9.2	100*	i	i	i	i	i	nt	i
O=C(CC1C(=O)NCCN1Cc1cccc(Oc2ccccc2)c1)NCCc1ccccn1 (centres undefined)	i	i	-1.6	i	i	i	i	i	i	i	i
Clc1ccc2c(c1)C(N1CCNCC1)Cc1ccccc1S2 (centres undefined)	i	i	-22.6	25*	i	i	i	i	6*	i	-7.81*
COc1ccc(OC)c(C(=O)N2CCC(C(=O)c3ccc(F)cc3)CC2)c1	i	i	-11.5	i	i	i	i	i	i	i	i
Cc1ccc(C)c(N2CCN(CCCNC(=O)CCn3c(=O)c4cccn4c4cccnc43)CC2)c1	i	i	-10.9	i	i	i	i	i	i	i	i
CCOc1ccc(C(=O)N2CCc3ccccc32)cc1	i	i	-7.3	i	i	i	i	i	i	i	i
Cc1cc(=O)oc(C)c1C(=O)OC(C(=O)c1ccccc1)c1ccccc1 (centres undefined)	i	i	-9.6	i	i	i	i	i	i	i	i
Cc1cc(C)nc(N2CCC(C(=O)Nc3ccc4c(c3)OCCO4)CC2)n1	i	i	-9.1	i	i	i	i	i	i	i	i
CC(C)OCCCNC(=O)c1cc(Sc2ccc(F)cc2)nc2ccccc12	i	i	-1.4	i	i	i	i	i	i	i	i
O=C(c1sc2ccccc2c1Cl)N(Cc1ccco1)C1CCS(=O)(=O)C1 (centres undefined)	i	i	-6.0	i	i	i	i	i	i	i	i
CC(=O)N1CCC(C(=O)NC2CC(C)(C)Cc3c2cnn3-c2ccc(F)cc2)CC1 (centres undefined)	i	i	-5.2	i	i	i	i	i	i	i	i
N#CC(C(=O)NCCc1ccccc1)c1nc2ccccc2nc1N1CCOCC1 (centres undefined)	i	i	-6.9	i	i	i	i	i	i	i	i
COc1cccc2cc(C(=O)NCCN3CCOCC3)c(=O)oc12	i	i	-3.5	i	i	i	i	i	i	i	i
Cc1c(C(=O)N(Cc2ccccc2)C(C)C)cnn1-c1ccccc1	i	i	-6.1	i	i	i	i	i	i	i	i
Cc1ccc(C(=O)N2CCN(c3ncnc4c3cnn4-c3ccccc3)CC2)cc1	i	i	-5.6	i	i	i	i	i	i	i	i
NC(N)=NS(=O)(=O)c1ccc(N=C2C(=O)Nc3ccccc32)cc1	i	i	0.5	i	i	i	i	i	i	i	i
CC(=N\NC(=O)c1ccc([N+](=O)[O-])cc1)/C(=N/O)C(=O)Nc1ccccc1	i	i	-14.4	i	i	i	i	i	6*	i	i
COCCCn1c(SCC(=O)Nc2ccccc2F)nnc1-c1ccoc1C	i	i	-3.4	i	i	i	i	i	i	i	i
COc1cccc(NC(=O)c2cnc(SC)nc2)c1	i	i	-0.8	i	i	i	i	i	i	i	i
Cc1ccc(CNC(=O)COc2ccc(S(=O)(=O)N3CCCC3)cc2)cc1	i	i	-4.3	i	i	i	i	i	i	i	i
